High-throughput results from PubChem.
Avidin bead fluor: green autofluorescence of compounds with avidin beads – biophysical, 488/530 nm, flow cytometry, artefact control, profiling panel | compound fluorescence 488/530 nm; hits give high values | fluorescence (KMESF) at 10 µM | hit rate 0.38% among 220,000 | AID 1775, 2009; in the data active means fluorescence above about 47; further: inactives centre near 10
Pf gamet viab: late stage P. falciparum gametocyte viability inhibitors, primary screen, ATP luminescence, HTS; P. falciparum stage V gametocytes, 24 h; inhibition, % at 10.9 µM; hit rate 0.065% among 150,000; AID 743093, 2013;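 active means inhibition above the mean plus 3 SD of compounds within the control limits, set per campaign, cut at about 38% in these data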;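 further: 0% = DMSO wells and 100% = medium only without gametocytes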
The depositor's hits bear a star. Only part of the results is shown; the hit share may differ from the screen's.

Molecule,Pf gamet viab,Avidin bead fluor
COc1cc(-c2[nH]ncc2CN2CCSCC2)cc(OC)c1OC,-6,4
CN(C)S(=O)(=O)c1ccc(C(=O)OCc2nnc(-c3ccccc3)o2)cc1,-23,3
CCOC(=O)Cc1csc(N/N=C/c2ccc(Cl)cc2)n1,17,5
S=c1[nH]nc(-c2cc(-c3ccccc3)n[nH]2)n1/N=C/c1cccs1,23,7
Cc1ccncc1C(N)=O,4,7
Cc1ccc(-c2sc(C(=O)NN)c(C)c2C#N)cc1,7,7
COc1ccc(CCn2c(NN)nc3c2c(=O)[nH]c(=O)n3C)cc1,-6,8
CCNC(=O)c1ccccc1-c1nc(-c2ccccc2)no1,-5,3
COc1ccc(NC(=S)N2CCN(c3ncccn3)CC2)c(OC)c1,8,8
COc1ccc(C/C(C)=N\NC(=O)c2cn(C)c3ccccc23)cc1OC,-7,10
COc1ccccc1N(/N=C1\Sc2ccccc2C1=O)C(C)=O,-9,12
CSC1=C(C#N)C(=O)NC(c2ccc(Cl)cc2)S1 (stereo not drawn),14,7
O=C(Cc1ccc(O)cc1)NCCNC(=S)NCc1ccccc1,0,6
CN1CCN(NC(=O)c2ccc(S(=O)(=O)N3CC4(C)CC3CC(C)(C)C4)cc2)CC1 (stereo not drawn),4,9
O=C(O)c1ccc(C(=O)C(=O)c2ccccc2)cc1,13,7
CC(=O)Nc1cccc(-n2nnc(SCC(=O)Nc3ccc(F)c(Cl)c3)n2)c1,4,4

Among those listed so far, these have a carbonyl joined to an NH by a bond outside any ring.
Molecule,Pf gamet viab,Avidin bead fluor
Cc1ccncc1C(N)=O,4,7
Cc1ccc(-c2sc(C(=O)NN)c(C)c2C#N)cc1,7,7
CCNC(=O)c1ccccc1-c1nc(-c2ccccc2)no1,-5,3
COc1ccc(C/C(C)=N\NC(=O)c2cn(C)c3ccccc23)cc1OC,-7,10
O=C(Cc1ccc(O)cc1)NCCNC(=S)NCc1ccccc1,0,6
CN1CCN(NC(=O)c2ccc(S(=O)(=O)N3CC4(C)CC3CC(C)(C)C4)cc2)CC1 (stereo not drawn),4,9
CC(=O)Nc1cccc(-n2nnc(SCC(=O)Nc3ccc(F)c(Cl)c3)n2)c1,4,4

More compounds:
Molecule,Pf gamet viab,Avidin bead fluor
COC(=O)c1c(C)noc1-c1ccc(Cl)cc1,-3,7
Cc1cc(-c2nnc(SCC(=O)Nc3ccccc3Cl)n2C)no1,5,6
COc1ccc(N2CCN(C(=O)c3cc4c(s3)-c3ccccc3S(=O)(=O)C4)CC2)cc1,-16,7
O=C(NCc1cccc(C(F)(F)F)c1)C1CC(c2ccc(C(F)(F)F)cc2)=NO1 (stereo not drawn),16,12
O=C1/C(=C/c2cccs2)SC(=S)N1C1CCS(=O)(=O)C1 (stereo not drawn),-14,6
COc1ccc(C(=O)C2CCCN(Cc3ccc4nonc4c3)C2)c(C)c1 (stereo not drawn),-20,6
O=C(CSC1CN(C(c2ccccc2)c2ccccc2)C1)N/N=C/c1ccc(Cl)cc1Cl,24,8
CCc1ccccc1NC(=O)N1CCc2ccccc21,-9,7
C/C(=N\NC(=O)c1cc(-c2cccc([N+](=O)[O-])c2)n[nH]1)c1ccc(F)cc1,13,8
CN(CC(=O)Nc1ccc(C(N)=O)cc1)CC(=O)Nc1ccccc1Br,0,10
O=C1CC(C(=O)NCCc2ccccc2)SC(=Nc2ccccc2)N1 (stereo not drawn),-28,8
Cc1noc(C)c1S(=O)(=O)Nc1cc(C(F)(F)F)ccc1N1CCOCC1,-15,5
CSc1nn2c(C(F)(F)F)cc(C(F)(F)F)nc2c1C(N)=O,27,6
COc1ccc(CC(=O)NNc2ncnc3c2cnn3Cc2ccccc2)cc1OC,-13,3
C=CCON/C(CCC)=C1\C(=O)CC(C)(C)CC1=NC,2,3
C=CCN(CC(O)c1cccc([N+](=O)[O-])c1)C(C)CCc1ccccc1 (stereo not drawn),-8,3

Profiles from above:
Results for `Cc1noc(C)c1S(=O)(=O)Nc1cc(C(F)(F)F)ccc1N1CCOCC1` : Pf gamet viab = -15; Avidin bead fluor = 5
Results for `C=CCON/C(CCC)=C1\C(=O)CC(C)(C)CC1=NC` : Pf gamet viab = 2; Avidin bead fluor = 3

Remaining list, next part.
Molecule,Pf gamet viab,Avidin bead fluor
CSc1c(-c2ccccn2)c(N)nn1C(=O)C1CC1,-10,5
Clc1ccc(OCc2noc(-c3ccsc3)n2)c(Cl)c1,-4,3
COc1ccc(CN2CSC(=S)N(Cc3ccc(OC)cc3)C2)cc1,13,5
CCN(CC)S(=O)(=O)c1ccc(N2CCOCC2)c(NC(=O)CNCCc2ccccc2)c1,6,8
C=C(C)C1CC=C(C)/C(=N\NC(=O)CCC(=O)Nc2ccc(C)c(C)c2)C1 (stereo not drawn),7,7
Cc1ccc(N=C2NC(=O)/C(=C/c3cccn3C)S2)c(C)c1,19,5
O=S(=O)(NC1=NCCCCC1)c1ccccc1Cl,2,5
Cc1ccc(-c2csc3nc4cc(C(=O)NC5CCC(O)CC5)ccc4c(=O)n23)cc1 (stereo not drawn),20,10
COC(=O)c1cnc(N2CCCN(S(=O)(=O)c3ccccc3)CC2)nc1C(F)(F)F,-18,6
CN(C)c1cc[n+](CC(=O)c2ccc(OC(F)F)cc2)cc1,13,10
Fc1ccccc1Cn1cc(C(=S)N2CCOCC2)c2ccccc21,19,6
CC(C)C(=O)N1CCC2(CC1)Oc1ccc(Cl)cc1C(=O)C21CC(c2ccccc2)=NO1 (stereo not drawn),-4,9
CCOC(=O)C1=C(Nc2ccc(OC)cc2)OCC1=O,6,4
Cc1nc(C)c(C(=O)C2=C(O)C(=O)N(CCN(C)C)C2c2ccco2)s1 (stereo not drawn),-5,8
COC(=O)c1cc(NC(=O)c2ccco2)ccc1N1CCOCC1,-11,5
N/C(CSc1ccc(Cl)cc1)=N\S(=O)(=O)c1ccc(Cl)cc1,-1,4
C=CCN1C(=O)/C(=c2\sc3nc(=O)c(Cc4ccccc4Cl)nn3c2=O)c2ccccc21,21,3
Cc1ccc(C(=O)CSc2nnc(-c3snnc3C)n2C2CC2)cc1,-11,11
CC1CN(C(=O)/C(C#N)=C2\N=C(NC(=O)c3ccc(F)cc3)c3ccccc32)CC(C)O1 (stereo not drawn),4,5
Nc1ncnc(Nc2ccccc2Cl)n1,-10,6
COCC(C)NS(=O)(=O)c1ccc(NC(=O)c2ccccn2)cc1 (stereo not drawn),-8,10
S=C(NCc1ccco1)Nc1ccc(Oc2ccc(Cl)cc2)cc1,-11,-2
CCN(CC)c1ccc(N2C(=O)/C(=C/c3ccccn3)SC2=S)cc1,12,6
N#Cc1c2n(c3c(N)ncnc13)CCCCC2,6,4
O=c1[nH]c(CN2CCN(Cc3ccccc3)CC2)nc2scc(-c3ccccc3)c12,7,10
O=C(Nc1cc(Cl)ccc1N1CCOCC1)c1cccnc1Cl,-17,4
COc1cc(C(=O)NC(=S)Nc2cccc3nc(C)ccc23)cc(OC)c1OC,2,3
Cc1cc(C)c2c(CN3CCOCC3)cc(=O)oc2c1C,-20,9
Cc1cc(N/N=C/c2ccccc2O)nc(N2CCOCC2)n1,-9,8
O=C(/C=C/c1ccc(F)cc1)c1ccc(N2CCOCC2)cc1,-4,3
Nc1cc(=O)[nH]c(SCC(=O)Nc2ccc([N+](=O)[O-])cc2)n1,7,3
CC(C)(C)CN1C(=O)C(=O)NC[C@H]1Cc1ccc(O)cc1,20,8
O=C(NNC(=O)c1cccc2ccccc12)c1ccc2c(c1)OCO2,-1,6
COc1ccccc1NC(=O)COC(=O)c1c[nH]c(=O)[nH]c1=O,-7,12
CC(C)(C)c1ccc(OCc2ccc(C(=O)NN)o2)cc1,-10,9
Nc1c(C(=O)O)cnn1-c1ccc([N+](=O)[O-])cc1,-3,8
Cc1c(C)c(C)c(C(=O)C2CCN(c3ccc([N+](=O)[O-])cn3)CC2)c(C)c1C,18,5
COc1ccc(N=Cc2c(O)n(-c3cccc(C)n3)c(=O)c3ccccc23)c(OC)c1,1,8
C/C(N)=C(/C#N)C(=O)COC(=O)c1cccc(C)c1O,-5,4
C/C(=N\NC(=O)c1ccc(N/N=C(\C)c2ccc(O)cc2)cc1)c1ccc(O)cc1,-33,5
CCCN1C=CC(=CC=C(C#N)C#N)C=C1,-13,7
CC(=C/C(=O)O)/C(=C\c1ccc(Br)o1)C(=O)O,8,5
CCOC(=O)Cc1csc(NC(=O)c2c(O)c3c(n(CC(C)C)c2=O)CCCC3)n1,-8,9
COc1cc(C(C#N)N2CCC(c3ccccc3)=N2)ccc1O (stereo not drawn),-12,8
Cc1ccc(C)c(Nc2cc(C(=O)NCc3cccnc3)c3ccccc3n2)c1,7,7
COc1ccc(S(=O)(=O)N2CCc3ccccc32)cc1C(=O)Nc1cccnc1,-3,3
C=CCNC(=S)/N=c1/ccccn1CC,1,7
Cn1c(SCC(=O)Nc2ccccc2)nnc1-c1ccc2nonc2c1,-18,9
COc1ccc(C(=O)c2cnc[nH]2)cc1OC,-7,7
CC(C)OP(=O)(OC(C)C)C(Nc1ccccc1)c1cccnc1 (stereo not drawn),-9,8
O=C(NN1C(=O)/C(=C/C=C/c2ccco2)SC1=S)c1ccncc1,-5,7
Cc1ccc(Nc2nc(N)nc(CCl)n2)cc1,-9,5
Cc1ccc(NNC(=O)c2c(F)cccc2Cl)cc1Cl,13,6
Cc1onc(-c2c(F)cccc2Cl)c1C(=O)ONC(=O)c1ccco1,-8,8
COc1ccc(/C=C/C(=O)OCC(=O)c2ccc3c(c2)NC(=O)CO3)cc1,-2,6
CC(=O)c1ccc(NC(=O)C2(c3ccccc3)CC2(Cl)Cl)cc1 (stereo not drawn),4,6

Next compounds.
Molecule,Pf gamet viab,Avidin bead fluor
COc1ccc(OC)c(/C=C2\SC(=S)N(N3CCOCC3)C2=O)c1,6,3
O=[N+]([O-])c1ccc(OCC(O)CNC2CCCC2)cc1 (stereo not drawn),-15,9
O=C(O)c1cc(O)ccc1NC(=O)c1cccc2ccccc12,5,3
CCOC(=O)c1c(/N=C/c2ccc(OC)cc2O)sc2c1CCN(C)C2,-1,7
N#Cc1nc(COc2cccc(Cl)c2)oc1NCCN1CCOCC1,15,8
COc1cc(/C=C/C(=O)OCC(=O)Nc2cc(C)c(C)cc2[N+](=O)[O-])ccc1O,7,8
CC1(C)NC(=O)N(Cc2cc(=O)n3ccsc3n2)C1=O,-9,6
Cc1ccc(C(=O)/C=C/N(C)C)cn1,8,6
CCn1c(C)nc2cc(C(=O)NNS(=O)(=O)c3cc(Br)ccc3Br)ccc21,-14,7
Cc1cccn2c(=O)c(C=O)c(N3CCSCC3)nc12,0,8
O=C(c1ccccc1)c1ccc2c(c1)OCCCO2,9,9
CC(C)CCNC(=O)C1CCC(CNc2c(N3CCC(C)CC3)c(=O)c2=O)CC1 (stereo not drawn),-12,7
COc1ccc(NS(=O)(=O)c2cc(NC(=O)c3cccnc3Cl)ccc2N2CCCC2)cc1,-8,4
COc1ccc(-c2c(C#N)sc(C(N)=O)c2-c2ccc(OC)cc2)cc1,3,7
O=C(O)COc1ccccc1/C=N/NC(=O)CN1CCN(Cc2ccc(Cl)cc2)CC1,-3,4
COc1ccc(N2C(=O)CC(Sc3n[nH]c(-c4cccc(C)c4)n3)C2=O)cc1 (stereo not drawn),-1,6
CC1(C)Cc2nc(-c3ccccc3)nc(NNC(=O)c3ccco3)c2CO1,-4,8
O=C(NC(=O)N1CCN(C(c2ccccc2)c2ccccc2)CC1)c1ccccc1,-1,8
COc1ccc2nc3cc(Cl)ccc3c(C#N)c2c1,-3,9
N/C(=N\OC(=O)c1cccs1)c1ccc(Cl)cc1,-6,8
Cc1ccc2cc(CN(c3ccccc3)S(=O)(=O)c3ccccc3)c(=O)[nH]c2c1,-1,24
Nc1ncnc2nc(SCCC(=O)O)[nH]c12,-3,8
CC(C(=O)Nc1ccccc1-c1ccccc1)N1CCN(C(=O)c2ccccc2)CC1 (stereo not drawn),2,3
COc1ccccc1-c1ccc(/C=N/O)o1,14,5
CCOC(=O)C1CCN(c2c(Nc3cc(C)cc(C)c3)c(=O)c2=O)CC1,15,9
CCN(CC)S(=O)(=O)c1ccc(NC(=O)c2nc3nc(C)cc(C)n3n2)cc1,3,9
Cc1cccc(C2N=C(N)Nc3nc4ccccc4n32)c1 (stereo not drawn),-9,4
O=c1cccccc1NN=C1CCCCC1,0,5
CCOC(=O)C1=NN(c2ccc(OC)cc2)C2C(=O)N(c3ccccc3OC)C(=O)C12 (stereo not drawn),24,3
S=c1[nH]nc(Cn2cnc3ccccc32)n1-c1ccccc1Cl,0,6
Cc1ccc(-c2cc(Cc3ccc(N(C)C)cc3)c(=O)[nH]n2)cc1,14,8
CCC(C)NC(=O)C1CCN(S(=O)(=O)c2cc([N+](=O)[O-])ccc2Cl)CC1 (stereo not drawn),-11,5
N#Cc1ccc(C(=O)CSc2nnc(-c3ccc(C(F)(F)F)cn3)s2)cc1,10,6
CCN(CC)CC(=O)N1c2ccccc2CCc2ccc(NC(=O)c3cc(OC)c(OC)c(OC)c3)cc21,1,8
CN(C(=O)C(Cl)Cl)C1CC2C=CC1C2 (stereo not drawn),16,8
